# PAFAH1B3 FP inh: PAFAH1B3 enzyme inhibitors, primary screen, biochemical, fluorescence polarization, human; Platelet-activating factor acetylhydrolase IB subunit alpha1 (Homo sapiens), Q15102; recombinant PAFAH1B3, FP-rhodamine probe; inhibition, % at 3.39 µM; 0.28% of 340,000 active; AID 492972, 2010;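 active means inhibition above the screen-wide average of all tested compounds plus 3 SD, cut at about 25% in these data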;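 further: 0% = enzyme with DMSO only and 100% = wells lacking PAFAH1B3 protein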
# PME-1 inh: PME-1 inhibitors via competitive probe labeling, primary screen, biochemical, fluorescence polarization, FP-Rh probe, HTS. Protein phosphatase methylesterase 1 (Homo sapiens), Q9Y570. recombinant PME-1. inhibition, % at 5.9 µM. 0.53% of 320,000 active;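 active means inhibition above the campaign mean of all compounds plus 3 SD, cut at about 26% in these data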;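 further: competitive labeling of PME-1 active site by serine hydrolase directed probe; 0% = PME-1 with DMSO and 100% = wells lacking PME-1 enzyme; inhibitors block probe labeling so polarization falls and inhibition rises; many of its hits are not listed in these tables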
# GSTO1 inh: inhibitors of recombinant GSTO1, primary screen, counter-screen for RBBP9 inhibitor project, biochemical, fluorescence polarization; activity-based probe fluorescence polarization; inhibition, % at 5.96 µM; 1.1% of 300,000 active; AID 1974, 2009;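 active means inhibition above the campaign mean inhibition plus 3 SD, cut at about 35% in these data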;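 further: 0% = GSTO1-1 with DMSO and 100% = wells lacking GSTO1-1 enzyme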
# Target sequence (P78417 whole entry, looked up): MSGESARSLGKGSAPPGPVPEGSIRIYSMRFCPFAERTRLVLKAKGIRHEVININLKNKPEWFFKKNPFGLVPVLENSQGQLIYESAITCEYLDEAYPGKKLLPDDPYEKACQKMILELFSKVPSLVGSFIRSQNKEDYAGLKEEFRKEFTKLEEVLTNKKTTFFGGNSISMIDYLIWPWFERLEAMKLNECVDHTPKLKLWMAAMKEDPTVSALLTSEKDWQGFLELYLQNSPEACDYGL
# pPAFAH FP inh: pPAFAH enzyme inhibitors, primary screen, biochemical, fluorescence polarization, human; Platelet-activating factor acetylhydrolase (Homo sapiens), Q13093; recombinant pPAFAH, FP-rhodamine probe fluorescence polarization; inhibition, % at 3.39 µM; 1.5% of 330,000 active; AID 463082, 2010;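 active means inhibition above the mean inhibition across the screen plus 3 SD, cut at about 25% in these data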;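 further: inhibitors block binding of the rhodamine activity-based probe so polarization drops; 0% = enzyme with DMSO and 100% = wells lacking pPAFAH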
# Target sequence (Q13093 whole entry, looked up): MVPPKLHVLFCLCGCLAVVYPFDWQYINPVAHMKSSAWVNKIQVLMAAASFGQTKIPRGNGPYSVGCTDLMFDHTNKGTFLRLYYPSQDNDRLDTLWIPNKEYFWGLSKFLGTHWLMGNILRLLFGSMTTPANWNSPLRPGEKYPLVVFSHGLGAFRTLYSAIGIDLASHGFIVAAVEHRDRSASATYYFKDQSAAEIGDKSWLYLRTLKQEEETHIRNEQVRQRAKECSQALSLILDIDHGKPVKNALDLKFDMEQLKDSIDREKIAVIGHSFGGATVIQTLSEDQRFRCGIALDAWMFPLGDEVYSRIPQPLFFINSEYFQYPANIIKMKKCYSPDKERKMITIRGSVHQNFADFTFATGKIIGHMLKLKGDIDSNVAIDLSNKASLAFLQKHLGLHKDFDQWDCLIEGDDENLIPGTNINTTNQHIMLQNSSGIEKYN
# LYPLA1 inh: LYPLA1 inhibitors, primary screen, counter-screen for PME1 inhibitor project, biochemical, fluorescence polarization, FP-Rh probe ABPP; inhibition, % at 5.9 µM; Acyl-protein thioesterase 1 (Homo sapiens), O75608; 0.16% of 320,000 active; recombinant LYPLA1; AID 2174, 2009;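 active means inhibition above the mean of all tested compounds plus 3 SD, set per campaign, cut at about 14% in these data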;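 further: inhibitors block serine hydrolase probe labeling of LYPLA1 so polarization falls; 0% = enzyme with DMSO and 100% = wells lacking LYPLA1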
# Target sequence (O75608 whole entry, looked up): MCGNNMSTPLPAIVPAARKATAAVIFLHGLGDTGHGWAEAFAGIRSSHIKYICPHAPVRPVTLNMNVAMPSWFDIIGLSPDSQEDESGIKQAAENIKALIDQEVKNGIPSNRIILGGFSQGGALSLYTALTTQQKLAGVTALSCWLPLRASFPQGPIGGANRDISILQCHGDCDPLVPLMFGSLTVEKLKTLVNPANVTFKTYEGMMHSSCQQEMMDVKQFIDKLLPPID
# PAFAH1B2 inh: PAFAH1B2 enzyme inhibitors, primary screen, biochemical, fluorescence polarization, human. Platelet-activating factor acetylhydrolase IB subunit alpha2 (Homo sapiens), P68402. recombinant PAFAH1B2, FP-rhodamine activity probe. inhibition, % at 3.39 µM. 1.2% of 340,000 active. AID 492953, 2010;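 active means inhibition above the mean of all tested compounds plus 3 SD, cut at about 24% in these data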;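 further: 0% = enzyme with DMSO and 100% = wells lacking PAFAH1B2; many of its hits are not listed in these tables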
# LYPLA2 counter: LYPLA2 inhibitors, primary screen, counter-screen for PME1 inhibitor project, biochemical, fluorescence polarization, FP-Rh probe ABPP. recombinant LYPLA2. AID 2177, 2009. Acyl-protein thioesterase 2 (Homo sapiens), O95372. inhibition, % at 5.9 µM. 0.38% of 320,000 active;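 active means inhibition above the screen-wide mean plus 3 SD, limit set per campaign, cut at about 26% in these data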;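 further: 0% = LYPLA2 with DMSO and 100% = wells lacking LYPLA2 enzyme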
# PAFAH2 inh: PAFAH2 enzyme inhibitors, primary screen, biochemical, fluorescence polarization, human | recombinant PAFAH2, FP-rhodamine activity probe | inhibition, % at 3.39 µM | 0.99% of 340,000 active;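 active means inhibition above the mean over all tested compounds plus 3 SD, cut at about 30% in these data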;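 further: inhibitors block probe labeling of enzyme so polarization drops; 0% = enzyme with DMSO and 100% = wells lacking PAFAH2 protein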
# PAD4 inh: human PAD4 inhibitors, primary screen, biochemical, fluorescence polarization, 1536-well format; 0.41% of 330,000 active; inhibition, % at 6.36 µM; AID 485272, 2010; Protein-arginine deiminase type-4 (Homo sapiens), Q9UM07; recombinant PAD4, RCA probe fluorescence polarization;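 active means percent inhibition above a cutoff equal to the mean of all tested compounds plus 3 SD, cut at about 15% in these data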;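 further: 0% = PAD4 with RCA probe and DMSO and 100% = probe without PAD4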
# The depositor's hits bear a star; / = no result given. Only part of the results is shown; the hit share may differ from the screen's.
SMILES,PAFAH1B3 FP inh,PME-1 inh,GSTO1 inh,pPAFAH FP inh,LYPLA1 inh,PAFAH1B2 inh,LYPLA2 counter,PAFAH2 inh,PAD4 inh
COc1cccc(CC2(CO)CCCN(Cc3ccc(OC(F)F)cc3)C2)c1 (stereo not given),1.9,-85.1,8.0,9.2,-0.1,7.2,2.4,6.1,5.0
CN1CCN(c2ccccc2NC(=O)c2ccc(OCc3ccccc3)cc2)CC1,-1.3,-3.7,-8.2,7.2,2.7,6.9,8.3,3.8,1.0
CC(Sc1nnc(C2CC2)n1C1CC1)C(=O)N(C)Cc1cccc(F)c1 (stereo not given),4.5,-2.8,/,-4.0,-0.8,2.4,3.2,-7.9,1.8
COc1cc(C(=O)Oc2cccnc2)cc(OC)c1OC,4.9,-7.4,2.4,1.0,1.9,0.8,6.6,0.6,2.8
COC(=O)c1c(C)nc2c(c(SC)nn2-c2ccccc2)c1N,3.3,-9.2,11.0,-3.7,-4.4,-0.7,-5.2,-4.6,-13.3
O=C(NCCCNC(=O)c1ccc(Cl)cc1Cl)c1cnccn1,8.1,-0.2,3.6,6.3,0.4,1.4,3.0,2.2,3.2
O=C(O)c1ccc(NCc2cccs2)cc1,5.9,-2.6,2.4,2.5,0.5,7.3,-3.5,-1.8,-0.5
CCOCCNC(=O)c1ccc2c3c(cccc13)CC2,5.2,-0.8,-0.9,-0.5,-0.5,-0.6,-1.0,3.8,-0.2
COC(=O)C1=CN(Cc2ccc(OC)c(OC)c2)C=C(C(=O)OC)C1c1cccc(O)c1,2.8,2.4,13.1,0.7,-0.2,-1.1,0.1,-4.1,-3.0
CC(C)NS(=O)(=O)c1ccc(CCC(=O)O)cc1,8.3,-1.1,-4.5,-3.2,-0.9,2.8,0.4,0.0,3.0
COC(=O)CN(C)C(=O)c1ccc(OC2CCN(S(=O)(=O)N(C)C)CC2)cc1,9.6,0.3,6.7,1.5,0.1,6.4,-8.2,8.9,-4.0
CCCCn1c(=O)[nH]c(=O)c2c1nc(-c1ccccn1)n2CC,2.0,-0.3,-6.4,-2.1,0.5,3.8,0.0,4.7,-0.9
CCCC1=C(C(=O)OCC)C(c2ccccc2OC)NC(=O)N1 (stereo not given),5.2,3.5,2.2,2.2,1.7,6.7,-1.0,5.7,-6.0
Cc1ccccc1NC(=O)CC(=O)Nc1ccccc1C,2.8,1.7,4.9,-0.7,-1.6,1.1,0.3,-7.7,-0.6
COc1ccc(NC(=O)C2CCCN(S(=O)(=O)c3cnc[nH]3)C2)cc1 (stereo not given),5.8,1.1,0.5,-4.0,-1.6,-1.8,-4.2,-6.7,3.5
CN=CC1=C(O)CC(C)(C)CC1=O,5.1,3.2,-4.6,2.3,-1.0,1.4,5.1,6.5,1.6
Cc1ccc2nc(NC(=O)CCn3cccc3)sc2c1,-2.9,5.7,4.0,2.1,3.2,6.9,3.1,6.1,8.4
COc1cc(/C=C/C(=O)Nc2ccncc2)cc(OC)c1OC,0.8,-3.1,0.6,2.7,-10.3,-0.8,-1.0,-0.7,4.1
Cc1[nH]c(=O)c(C#N)cc1-c1csc(-c2ccccc2)n1,12.1,2.6,0.7,0.9,-2.4,3.5,-1.0,-4.6,-3.6
C#CCNC(=O)C1=C[C@H](C(C)(C)C)C[C@H](OCCCCO)O1,2.2,2.2,-6.4,6.1,-0.5,1.6,2.4,-6.6,-0.2
O=C(CN1C(=O)CSc2ccc(S(=O)(=O)N3CCOCC3)cc21)NCc1ccc(F)cc1,4.3,1.7,-1.9,-0.4,-0.6,-0.3,-2.8,-4.5,1.4
Cc1csc2nc(CCNS(=O)(=O)c3cccs3)cn12,2.8,7.4,1.6,2.6,-1.9,4.3,-3.3,3.8,2.6
COCCOC(=O)c1c(C)n(C)c2ccc(OC(=O)c3ccccc3F)cc12,6.7,7.0,9.6,1.9,-8.7,6.8,-11.3,-3.0,-3.5
N#CCSc1nc2cc(C(=O)N3CCC(C(N)=O)CC3)ccc2c2nc3ccccc3n12,9.4,1.8,0.5,16.2,2.0,-3.8,3.5,9.9,21.9*
CCCCn1c(N)c(N(CC(C)C)C(=O)c2ccco2)c(=O)[nH]c1=O,5.2,1.3,1.1,-1.6,2.7,5.2,5.3,1.9,-0.1
CN(CC(=O)Nc1ccc(S(=O)(=O)N2CCCC2)cc1)Cc1c(F)cccc1Cl,0.1,12.2,-4.6,-0.9,-0.7,-0.7,4.0,9.3,-1.5
CC1CN(S(=O)(=O)c2cccc(C(=O)OCCOc3ccccc3)c2)CC(C)O1 (stereo not given),10.4,-4.7,/,0.3,7.1,6.8,3.5,11.7,0.3
COc1cc(=O)[nH]c(SC(C)C(=O)Nc2cc(C)on2)n1 (stereo not given),-0.5,4.1,2.2,1.6,0.4,5.0,-0.4,0.8,1.3
COc1cc(NC(=O)COC(=O)/C=C/c2ccc(Cl)cc2Cl)cc(OC)c1,-0.6,2.9,0.1,2.9,-4.9,5.1,-6.8,-0.1,-6.3
COc1cccc(-c2nn3c(-c4cc(C)[nH]n4)nnc3s2)c1,10.5,-0.7,2.4,-0.6,1.7,4.2,1.5,6.5,-0.1
Cc1nc2ccccc2n1CCc1nc2c3ccccc3nc(SCC#N)n2n1,/,0.6,-2.0,8.8,0.6,/,-0.6,/,2.6
Cc1n[nH]c(C)c1CCC(=O)N/N=C/c1cccc([N+](=O)[O-])c1,/,1.6,5.9,-0.6,1.3,/,0.1,/,-6.9
Cc1onc(-c2c(F)cccc2Cl)c1-c1nnc(-c2cccc3ccccc23)o1,/,-2.0,-4.2,3.1,-2.0,/,0.0,/,-0.3
COc1ccccc1CN1C(=O)C2CC=CCC2C1=O (stereo not given),0.0,0.8,-4.0,3.0,0.0,0.2,-2.0,-3.6,-3.7
CN(C)CCCNc1oc(/C=C/c2cccs2)nc1S(=O)(=O)c1ccccc1,-0.9,-5.9,-6.7,-8.3,-3.0,-0.3,9.3,5.7,-10.1
CCN(CC)S(=O)(=O)c1cccc(C(=O)N[C@H](C(=O)OCC(N)=O)C(C)C)c1,-6.4,2.9,9.8,2.3,1.6,0.5,-1.1,2.5,0.8
Cc1ccc(NC(=O)c2ccc(CSc3ccccn3)cc2)c(O)c1,-0.9,-3.9,-13.5,2.4,-5.5,4.8,6.9,6.4,-2.9
COc1cc(NC(=O)NNC(=O)c2cc3occc3n2C)cc(OC)c1OC,1.2,-3.1,3.7,4.4,4.2,0.7,9.1,6.5,-3.6
Cn1cnnc1SCC(=O)N1N=C2/C(=C/c3ccco3)CCCC2C1c1ccco1 (stereo not given),1.5,-11.6,5.3,-5.9,-3.2,0.5,-3.1,8.3,0.9
O=C(Nc1ccnn1C1CCN(Cc2ccccc2F)CC1)C1CCCC1,5.8,2.9,-1.9,-2.2,3.4,2.7,12.1,1.1,2.2
C[N+]1(CC(=O)OCCCc2ccccc2)CCCC1,-3.6,6.2,0.5,0.8,-4.0,-0.6,4.2,-4.8,5.2
O=C1CN(C(=O)COC(=O)c2ccc([N+](=O)[O-])o2)c2ccccc2N1,8.5,4.1,/,4.9,0.1,1.1,3.7,-3.2,-10.9
CC1CCC(NC(=O)C2CCC(CNc3c(N4CCCCC4)c(=O)c3=O)CC2)CC1 (stereo not given),-1.6,-1.0,-1.8,4.2,4.8,12.0,8.1,2.6,-4.8
COc1ccc(-c2nnc(NC(=O)CSc3ccc(C)cc3)s2)cc1OC,-9.7,-0.2,0.7,2.6,3.2,-33.7,9.0,1.6,-4.5
Cc1onc(-c2ccccc2)c1C(=O)Nc1cccc(S(=O)(=O)N2CCCCC2)c1,6.8,/,/,-3.8,/,3.2,/,-2.4,3.4
O=C(C1CCC(CNc2nc(=S)[nH]c3ccccc23)CC1)N1CCN(c2ccccn2)CC1 (stereo not given),-3.7,-5.1,6.9,-7.4,-1.8,1.8,5.7,0.2,0.1
COc1ccc(-c2cc(C(=O)Nc3ccccc3F)on2)cc1,0.3,-9.2,6.8,0.0,1.6,-2.9,3.0,3.3,2.4
CN(CC(=O)Nc1ccc(OC(F)(F)F)cc1)C(=O)c1ccc(N2CCCC2=O)cc1,5.3,-0.9,/,11.4,0.1,3.5,-2.1,9.2,2.5
CN1CCN(/C(=N\S(=O)(=O)c2ccc(F)cc2)c2ccccc2)CC1,8.8,-0.7,-1.7,5.0,4.5,-0.9,10.7,3.7,2.1
C=CCn1c(=O)c2ccccc2n2c(SCC(N)=O)nnc12,5.5,1.4,0.6,7.1,4.0,2.1,19.2,4.4,-7.3
Cc1c(CN2CCCCC2)c(O)n(CCO)c(=O)c1C#N,0.1,-1.6,4.6,0.1,-4.5,1.1,-3.2,-12.3,-5.8
Cc1ccc(NC(=O)COc2ccc3c(c2)CCC3)nc1,2.2,-87.7,-6.5,-5.1,-1.9,6.2,-1.7,-5.2,-2.6
CNC(=S)N/N=C/c1cccc(OCc2ccccc2F)c1,3.4,1.0,-1.3,5.3,-1.3,-0.6,-0.3,-6.7,-3.7
Cc1cccc(Cl)c1OCCCn1ccnc1,-0.7,-5.4,3.0,1.0,0.5,0.4,0.8,-3.0,-4.1
C=CC[C@@H](CC(=O)N[C@H](CO)Cc1ccccc1)C(=O)NC[C@H](OC(=O)[C@@H](CC=C)Cc1ccc(F)cc1)c1ccccc1,-6.7,/,/,8.5,/,2.3,/,-9.0,0.0
COc1cccc(N(C(=O)C2CSC(=O)C2)C(C(=O)NC(C)(C)C)c2ccncc2)c1 (stereo not given),7.4,6.6,9.6,3.9,2.6,0.1,11.6,0.0,0.7
CCOc1ccc(S(=O)(=O)N2CCC(C(=O)NC3CC3)CC2)cc1C,7.4,3.8,1.8,3.2,1.7,6.0,2.5,-5.2,1.9
CN(C)/C=C(\C=O)c1onc(-c2ccccc2Cl)c1C#N,2.8,10.1,-5.0,4.2,-1.2,-1.6,-1.8,32.8*,1.8
CC(C)OC(=O)CC12CN3CC(CC(=O)OC(C)C)(CN(C1)C(=O)c1ccccc1C3=O)C2=O,7.6,0.2,0.8,-3.5,1.4,3.6,-2.2,-4.7,-3.7
Cc1cc(NC(=O)c2cccnc2)ccc1NC(=O)c1ccco1,-0.6,1.5,2.9,4.9,0.2,2.9,-1.6,2.1,-4.9
Cc1ccc(S(=O)(=O)N2CCN(C(=O)COC(=O)CCOc3ccccc3C)CC2)cc1,-0.9,2.7,1.1,10.4,1.8,23.5,8.5,3.9,2.4
COc1ccc(C(C[N+](=O)[O-])c2c(-c3ccccc3)cc3ccccn23)cc1 (stereo not given),0.6,7.2,3.9,10.1,-0.4,0.8,-0.3,3.4,-6.6

# Screening results: PubChem, The Scripps Research Institute Molecular Screening Center
